mcGAS inh: cyclic GMP-AMP synthase inhibitors, mouse, primary biochemical chemiluminescence | recombinant cGAS, Kinase-Glo ATP depletion luminescence | inhibition, % at 12.5 µM | 0.15% of 160,000 active | AID 1259399, 2018;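 note: 0% = negative control wells and 100% = reference inhibitor with no enzyme activity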
NPYLR7 ag: agonists of mosquito NPYLR7 receptor, primary screen, cell-based, Aedes aegypti, calcium fluorescence, mosquito biting behavior; 0.15% of 270,000 active; HEK293T NPYLR7/Galpha15, GCaMP6s calcium fluorescence; activation, % at 10 µM; in the data active = activation above about 40%;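 note: 0% = vehicle and 100% = reference agonist at the receptor; some compounds past the cut are filed as inactive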
hcGAS lum: Primary biochemical luminescence assay for human cyclic GMP-AMP synthase inhibitors; Q8N884; recombinant h-cGAS, ATP depletion, Kinase-Glo luminescence; inhibition, % at 12.5 µM; 0.081% of 290,000 active;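 note: 0% = vehicle reaction and 100% = reaction without DNA for no activity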
Target sequence (Q8N884 whole entry, looked up): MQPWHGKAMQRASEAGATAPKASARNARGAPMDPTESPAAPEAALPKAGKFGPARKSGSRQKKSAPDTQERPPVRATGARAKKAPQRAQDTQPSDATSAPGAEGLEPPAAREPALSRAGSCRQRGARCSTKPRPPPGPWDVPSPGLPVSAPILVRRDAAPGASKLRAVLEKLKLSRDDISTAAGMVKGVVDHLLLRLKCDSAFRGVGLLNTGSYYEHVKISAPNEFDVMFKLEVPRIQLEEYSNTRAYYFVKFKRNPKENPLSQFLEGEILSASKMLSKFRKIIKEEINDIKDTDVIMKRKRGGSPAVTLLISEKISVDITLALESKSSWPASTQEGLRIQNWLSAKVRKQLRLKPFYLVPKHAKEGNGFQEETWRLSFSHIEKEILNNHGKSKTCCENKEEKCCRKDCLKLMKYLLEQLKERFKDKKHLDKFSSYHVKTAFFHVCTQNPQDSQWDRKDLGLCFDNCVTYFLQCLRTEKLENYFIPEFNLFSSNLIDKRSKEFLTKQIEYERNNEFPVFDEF
Active calls of the source: *; / = not tested or not shown. Cut-off read from the data, not from the text of the source, unless noted: active = inhibition above about 40%; inactive = the rest. An unsorted share of the library; any-hit rate near 0.29%.

SMILES	mcGAS inh	NPYLR7 ag	hcGAS lum
CN1[C@H](C(=O)O)C[C@H](C(=O)NC2CCOCC2)[C@@H]1c1cccc(Cl)c1	-19	-1	-1
COc1ccc(-c2cccc(-c3nnc(C)s3)c2)c(OC)c1	-17	3	-4
CCCc1nc(C)sc1C(=O)N1CC2C(=O)NC(=O)NC2(CCC)C1 (stereo not given)	-4	-3	-4
CCc1ccccc1NC(=O)CCCn1nc(-c2ccco2)ccc1=O	2	6	3
COc1ccc(-c2nc3cc(C)ccn3c2NC(=O)C2CCCC2)cc1OC	-3	-5	0
O=C(c1cn(Cc2ccccc2F)nn1)N1CCCC(C(=O)N2CCOCC2)C1 (stereo not given)	/	12	-7
COc1ccc(N2C(=S)N(c3ccc(OC)cc3)C3CS(=O)(=O)CC32)cc1 (stereo not given)	/	-6	8
COc1cc2c(cc1CN1CCCC1c1nc(C(C)C)no1)OCCCO2 (stereo not given)	-11	-1	-9
CC(C)(C)NCCCNC(C)(C)C	/	5	-8
Cc1nc2c(C)cccn2c(=O)c1NC(=O)COc1ccc2ccccc2c1	/	3	-13
Cc1cccc(-n2c(SC(C)C(N)=O)nc3ccccc3c2=O)n1 (stereo not given)	/	10	-15
SCc1nc2c3ccccc3ncn2n1	/	-3	12
CC(C)N(Cc1cccc(OS(=O)(=O)c2cccc(C(F)(F)F)c2)c1)C(=O)c1ccc(Br)cc1	-4	-7	-12
O=C(Nc1ccccc1)c1cnn(-c2ccccc2)c1C(F)(F)F	/	7	-10
Cc1nc(SCc2ccc(C(=O)O)cc2)nc(N(C)C)c1C	-5	11	-4
Cc1n[nH]c(C)c1C(NC(=O)CSC(C)C)C(=O)O (stereo not given)	/	5	-2
C=CCn1c(SCc2ccc(C(=O)Nc3ccc(C)c(C)c3)cc2)nnc1-c1ccc([N+](=O)[O-])cc1	-11	-5	-9
CCCOc1ccccc1NC(=O)c1ccc(C#N)cc1	-6	7	-13
Cc1ccc(NC(=O)CSc2nc(=O)n(Cc3cccnc3)c3c2CCCC3)cc1F	-11	0	-7
COc1ccc2c(c1)CCc1c(-c3ccc(C(=O)NCc4c(OC)cc(OC)cc4OC)cc3)n[nH]c1-2	-6	3	-10
COc1cccc(-c2nc(CN3CCCN(c4ncccn4)CC3)c(C)o2)c1OC	-9	15	-6
CCCc1nc(CN(CC)C(=O)c2csnn2)no1	-18	8	-5
O=C(NCCN1CCOCC1)C1CCCN(Cc2c(-c3ccc4c(c3)OCO4)nc3ncccn23)C1 (stereo not given)	/	-1	-7
CCCc1cc(=O)n(CC(=O)Nc2ccc(C(N)=O)cc2)c(-n2nc(C)cc2C)n1	-1	-6	1
Cn1c(C(C#N)=C(O)COc2ccc(Cl)cc2)nc2ccccc21	-1	0	0
Cn1cccc1C(=O)NNC(=O)c1cccc(Br)c1	-2	2	5
CCn1cc(C(=O)Nc2nnc(C(C)C)s2)c2nn(-c3ccccc3)c(=O)c-2c1	-7	2	-5
CCn1c(SCC(=O)NCc2ccc(OC)cc2)nc2c(-c3ccccc3)c[nH]c2c1=O	-11	0	-5
Cc1cc2ccccc2n1CCC(=O)NCCS(C)(=O)=O	/	13	-4
COc1cc(Cl)c(S(=O)(=O)NC2CC(C)(C)NC(C)(C)C2)cc1Cl	/	-2	-6
COc1ccccc1/C=C/CN1CCCC(CCC(=O)Nc2ccccc2F)C1 (stereo not given)	-7	14	-4
COc1cc(Cl)c(S(=O)(=O)NCc2ccc3c(c2)OCO3)cc1Cl	/	0	2
Cn1nnc2c(=O)n(Cc3cccc(Cl)c3)cnc21	/	1	-4
O=C(c1ccc(NS(=O)(=O)c2ccc(F)cc2)cc1)N1CCN(c2ccc(F)cc2)CC1	/	0	-3
COCC(=O)N1CCCN(C(=O)c2ccc(F)c(OC)c2F)CC1	-8	13	1
COc1cc(/C=C2/N=C3CCCCCN3C2=O)ccc1OCc1csc(C)n1	/	0	-1
CC1(C)C2CN(C(=O)NCCNc3nccc(C(F)(F)F)n3)CC21 (stereo not given)	-16	-2	-5
COCCN(CC(F)F)C(=O)NC1CCc2ccccc2C1 (stereo not given)	/	14	-7
COCCN(CC(=O)Nc1nc(CC(=O)NC(C)CCc2ccccc2)cs1)C(=O)c1ccco1 (stereo not given)	-3	15	-7
O=C(c1cn(Cc2ccccc2)cc2c(=O)n(-c3ccccc3)nc1-2)N1CCCc2ccccc21	-8	4	-5

Reprinted at random: 2 records from the list.
SMILES	mcGAS inh	NPYLR7 ag	hcGAS lum
COCCN(CC(F)F)C(=O)NC1CCc2ccccc2C1 (stereo not given)	/	14	-7
COCCN(CC(=O)Nc1nc(CC(=O)NC(C)CCc2ccccc2)cs1)C(=O)c1ccco1 (stereo not given)	-3	15	-7

For convenience, 13 of the compounds above.
SMILES	mcGAS inh	NPYLR7 ag	hcGAS lum
CCn1cc(C(=O)Nc2nnc(C(C)C)s2)c2nn(-c3ccccc3)c(=O)c-2c1	-7	2	-5
CCn1c(SCC(=O)NCc2ccc(OC)cc2)nc2c(-c3ccccc3)c[nH]c2c1=O	-11	0	-5
Cc1cc2ccccc2n1CCC(=O)NCCS(C)(=O)=O	/	13	-4
COc1cc(Cl)c(S(=O)(=O)NC2CC(C)(C)NC(C)(C)C2)cc1Cl	/	-2	-6
COc1ccccc1/C=C/CN1CCCC(CCC(=O)Nc2ccccc2F)C1 (stereo not given)	-7	14	-4
COc1cc(Cl)c(S(=O)(=O)NCc2ccc3c(c2)OCO3)cc1Cl	/	0	2
Cn1nnc2c(=O)n(Cc3cccc(Cl)c3)cnc21	/	1	-4
O=C(c1ccc(NS(=O)(=O)c2ccc(F)cc2)cc1)N1CCN(c2ccc(F)cc2)CC1	/	0	-3
COCC(=O)N1CCCN(C(=O)c2ccc(F)c(OC)c2F)CC1	-8	13	1
COc1cc(/C=C2/N=C3CCCCCN3C2=O)ccc1OCc1csc(C)n1	/	0	-1
CC1(C)C2CN(C(=O)NCCNc3nccc(C(F)(F)F)n3)CC21 (stereo not given)	-16	-2	-5
COCCN(CC(F)F)C(=O)NC1CCc2ccccc2C1 (stereo not given)	/	14	-7
COCCN(CC(=O)Nc1nc(CC(=O)NC(C)CCc2ccccc2)cs1)C(=O)c1ccco1 (stereo not given)	-3	15	-7

More records
SMILES	mcGAS inh	NPYLR7 ag	hcGAS lum
O=P1(Nc2ccc3ccccc3c2)C=C(c2ccccc2)OC(c2ccccc2)=C1	/	-3	1
CSc1ccc(C(=O)N(Cc2ccccn2)CC(C)C)cc1	-1	-6	4
CS(=O)(=O)NCC(=O)N1CCCC(COc2ccc(F)cc2)C1 (stereo not given)	-9	/	-5
CN(C)c1nc(Nc2ccc(Cl)cc2)c2cnn(C)c2n1	/	2	-6
CC1CCCCN1CCCNC(=O)CC(c1cccc(F)c1)c1cn(Cc2ccccc2)c2ccc([N+](=O)[O-])cc12 (stereo not given)	-3	0	-6
CCc1nc2c(OCc3ccc(F)c(F)c3)cccn2c1N(C)C(=O)c1cccs1	-2	7	-5
Cc1cc(C)c(C#N)c(NCc2ccccc2CN2CCCC2)n1	-8	11	-9
Cc1ccccc1CN(C)C(=O)CSc1nnc(-c2ccoc2C)n1C	-5	11	-21
COc1cccc(-n2cnnc2SC(C)C(=O)N(C(C)C)C(C)C)c1 (stereo not given)	/	-7	-3
CC(C)CCNC(=O)c1cn(CC(C)C)cc(C(=O)N2CCN(C(C)C)CC2)c1=O	-13	2	-7
O=[N+]([O-])c1cc(S(=O)(=O)N2CCOCC2)ccc1Sc1ccc(Br)cc1	/	9	-8
CS(=O)(=O)N1CCCCC1CCNC(=O)c1n[nH]c2c1COCC2 (stereo not given)	-7	/	-13
CN(Cc1cc(=O)n2[nH]cnc2n1)CC1(N2CCOCC2)CCCCC1	0	/	1
COc1ccccc1CSc1nnc(-c2ccccc2Cl)n1-c1ccccc1C	-9	/	-10
COc1ccc(C=NS(=O)(=O)CCc2ccccc2)c(OC)c1	/	-1	4
Cc1ccn2c(=O)c(NC(=O)c3ccc(-c4ccccc4)cc3)c(C)nc2c1	/	3	-6
Cc1ccc2c(c1)CCN1C(=O)CN(C(=S)Nc3c(F)cc(F)cc3F)CC21 (stereo not given)	-6	24	-4
Cc1nnc(-c2cc3ccccc3n2CC(=O)NC2CCCC2)o1	5	-5	6
CN1CCNC(=O)C12CCN(Cc1c[nH]c3ccccc13)CC2	-11	4	-2
Cc1csc(NC(=O)CSc2ccc3nnc(-c4ccccc4)n3n2)n1	-6	3	-3
O=C(/C=C/c1ccccc1)NCC1=CCCN(C2C=CCCC2)C1 (stereo not given)	-10	-6	3
Cc1cc(=O)[nH]c(-c2cccc(NC(=O)CCN3CCN(c4ccccc4)CC3)c2)n1	/	-1	-1
Cc1ccc(Nc2nc(N)nc(Cn3nnc(-c4ccc(C)cc4)n3)n2)cc1	/	-1	1
COc1cccc(COC2CCCN(C(=O)Nc3ccc(C)cc3)C2)c1 (stereo not given)	/	-2	-2
CCN(Cc1ccccc1NCc1cc(C#N)ccc1F)C(C)=O	-17	6	-11
Cc1cc(N2C(=O)c3oc4ccc(F)cc4c(=O)c3C2c2cccc(Cl)c2)no1 (stereo not given)	/	3	-6
CCSc1nc(NC(C)C)c2cnn(CCNC(=O)c3cccs3)c2n1	-6	-1	8
COc1ccc(CCN(Cc2ccc(C)s2)C(=O)CN(C(=O)c2cccc([N+](=O)[O-])c2)C2CCCCC2)cc1OC	-3	7	-4
Cc1ccc(CN2CCNC(=O)CC2c2cccc(F)c2)s1 (stereo not given)	/	14	-7
O=C(O)Cn1ccnc1-c1ccccc1	/	-7	-5
O=C(CN1CSCC1=O)N1CCN(S(=O)(=O)c2cccs2)CC1	/	1	-2
Cc1ccc(O)c(C(=O)N(C)Cc2ccccc2C(F)(F)F)c1	/	1	-18
Cc1c(C)n2c3c(=O)n(Cc4ccccc4)c(=O)n(C)c3nc2n1CCCN(C)C	-9	1	-7
CCCNC(=O)CN(C)Cc1nc(-c2cccc(C(F)(F)F)c2)no1	-3	-1	1
COc1cccc(NC(=O)N2CCC3(CC2)SCCN3C(=O)c2ccc(C(F)(F)F)cc2)c1	-4	27	0
NC(=O)[C@@H]1CCCN1Cc1nc(Cc2ccccc2Cl)no1	-5	1	-3
Cc1occc1-c1nnc(SCC(=O)c2cc(C)n(C)c2C)n1C	/	0	2
Cc1ccc(S(=O)(=O)CC(=O)N(Cc2cccnc2)c2nc3cc(C)c(C)cc3s2)cc1	-5	0	-7
CCN1CCC(Cc2nn3c(C4CCCC4)nnc3s2)CC1	/	2	0
COc1cccc(OC)c1C(=O)N(Cc1cccc(OS(=O)(=O)c2ccc(F)cc2)c1)C(C)C	-4	0	-12
CN1CCN(C(=O)CCNC(=O)C(C)(C)C)c2nc3ccccc3nc21	/	-18	-10
COc1ccccc1N1CCN(c2ccc(NC(=O)c3ccc(C(C)(C)C)cc3)cc2C(=O)N2CCC(C)CC2)CC1	-3	16	-3
Cc1ccn2c3c(nc2c1)CNC(=O)CC3c1cccc2nonc12 (stereo not given)	/	-1	0
COC(=O)c1sc2ccccc2c1CNS(=O)(=O)N(C)C	/	9	-11
O=C(Nc1ccccc1)c1nn(-c2ccc(Cl)c(C(F)(F)F)c2)cc1O	-3	-2	-4
C[C@H](NC(=O)c1cccnc1Nc1cc(Cl)cc(Cl)c1)[C@H](O)c1ccccc1	/	-7	-5
Cc1cc2c(cc1C)OC(C(=O)N1CCOCC1CC(O)c1cccs1)C2 (stereo not given)	-9	0	-1
CN(C(=O)CCn1c(=O)oc2cc(Cl)ccc21)c1ccccc1	/	4	-6
Cn1c(=NC(=O)c2ccc3ccccc3n2)sc2ccccc21	/	2	-18
CCCNC(=O)CCc1nc2ccccc2n(CC(=O)Nc2c(C)cccc2C)c1=O	-3	5	-5
COc1ccc(/C=C/C(=O)N2CCc3c(cnc(C)c3CNC(=O)CN3CCCCC3)C2)cc1	-24	9	-5
CC(NCCn1cnc2ccccc21)c1ccccc1Cl (stereo not given)	/	10	-12
N#CC1(NC(=O)COc2ccc(-c3nnco3)cc2)CCCCC1	-8	6	-8
O=c1cccnn1CCNS(=O)(=O)c1cc(C(F)(F)F)cc(C(F)(F)F)c1	/	2	-10
O=C(Nc1ccccc1C(F)(F)F)N(CC(=O)N1c2ccccc2-n2cccc2C1c1ccc(Cl)cc1)C1CC1 (stereo not given)	-6	-2	-9
c1csc(-c2nnc(COc3ccc(-n4cnnn4)cc3)o2)c1	/	0	-4
COc1cc2c(cc1OC)C(c1ccccc1)N(C(=O)COc1ccccc1)CC2 (stereo not given)	-8	10	-6
COc1ccc(CC(C(=O)Nc2ccc(I)cc2)C(C)C(=O)O)cc1 (stereo not given)	/	4	-5
Cc1ccc(F)cc1NC(=O)CSCc1ccc(F)cc1	/	-7	-9
Cc1nn(C)c(Cl)c1C(=O)NCC(F)(F)F	/	7	-13

Next part.
SMILES	mcGAS inh	NPYLR7 ag	hcGAS lum
CCC(C(=O)N1CCc2nc(-c3ccccc3)nc(N(C)C(C)C)c2C1)c1ccccc1 (stereo not given)	-5	15	-11
O=C(O)CN1C(=O)/C(=C\c2ccc(OC(=O)c3ccco3)cc2)SC1=S	5	10	5
NC(C(=O)O)C(O)C(F)(F)F (stereo not given)	/	2	-4
COc1cccc(NC(=O)c2c(N)c(C(=O)c3ccc4c(c3)CCCC4)n3ccccc23)c1	-6	-1	-3
Cc1cc(CNC(=O)c2cc(C)[nH]n2)c2[nH]c(C)c(C)c2c1	-14	6	-8
O=C(CC1CSc2nc3c(c(=O)n21)CCCC3)N1CCN(Cc2ccccc2)CC1 (stereo not given)	/	-2	-5
O=C(Cn1nnc(-c2cccs2)n1)NCc1cccs1	/	0	2
COC[C@H](N)C(=O)Nc1cccc(NC(=O)Cc2ccccc2)c1	/	5	-4
N#CCCC(C#N)CSc1nnc(-c2ccc(Cl)cc2)o1 (stereo not given)	/	14	-7
CCOc1ccc2nc(S(=O)(=O)NC(=O)C3(C)CCN3C(=O)c3cccc(F)c3)sc2c1 (stereo not given)	/	2	-10
Cc1ccc(C(=O)N2CCOCC2)c(C2CCN(C(=O)OCc3ccccc3)CC2)n1	/	15	-5
